Screens as filed in PubChem BioAssay.
Rhodamine fluor: rhodamine region autofluorescence; Rhodamine-region fluorescence, 547/598 nm, Tris buffer; active compounds read high; max dye-equivalent concentration, M; 0.05% of 59,000 active; AID 594; in the data active means max dye-equivalent concentration above about 11 nM; inconclusive means between about 1.1 nM and that limit
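Compounds in 100 mM Tris buffer, pH 8.0, were incubated 15 min at room temperature, then read at 547 nm excitation and 598 nm emission. Fluorescence was normalized against a per-plate six-point rhodamine standard curve as dye-equivalent concentration.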
Ub-GFP proteasome: ubiquitin-GFP accumulation via proteasome inhibition; Ubiquitin-GFP reporter cells, proteasome inhibition, GFP fluorescence; response scale: untreated = 0%, 10 µM MG-132 = 100%; Potency, µM (top dose mostly 45.9 µM), without a hit: at the highest dose activation (GFP accumulation), hits mostly activators; 67,000 tested, under 10 active; AID 526; active means well fitted activation curve with a large enough effect, not every such curve was filed as active; inconclusive means small, poorly fitted or top-dose-only effect, or another doubt; inactive means no such curve, though single readings can be large or run the other way; further: potency means the concentration at half of the fitted maximal effect
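Reporter cells (U2OS, ubiquitin-G76V-GFP fusion) are plated overnight, then treated 4 hr at 37 °C with compound titrations from 46 uM down to 2.9 nM. Activity is scaled against untreated cells and 10 uM MG-132.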
4-MU autofl: compound fluoresces in the 4-MU spectral region; max dye-equivalent concentration, M; compound autofluorescence, 340/450 nm, 4-MU equivalents; active compounds read high; 11% of 59,000 active; in the data active means max dye-equivalent concentration above about 10 nM; inconclusive means mostly about 1.1 nM to 9.6 nM
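Compounds in 100 mM Tris, pH 8.0, incubated 15 min at room temperature, then fluorescence read at 340 nm excitation/450 nm emission. Signal converted to 4-MU dye-equivalent concentration using an on-plate six-point 4-MU standard curve.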
GFP derepression: derepresses silenced GFP locus in mouse C127i cells; mouse C127i GFP locus derepression, cytometry, 30 h; Potency, µM (titrated, usually from 46.1 µM), inactives show top-dose GFP derepression (activation); 0.09% of 68,000 active; further: % of control where 0% means no effect
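Locus derepression in mouse mammary C127i cells whose integrated CMV-GFP reporter is normally silent; GFP expression after 30 h compound treatment was quantified by counting fluorescent cells.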
Fluorescein autfl: compound autofluorescence in fluorescein spectral region; Compound autofluorescence, 480/540 nm, fluorescein-equivalent; active compounds read high; max fluorescein-equivalent concentration, M; 0.91% of 59,000 active; in the data active means max fluorescein-equivalent concentration above about 10 nM; inconclusive means between about 1.1 nM and that limit
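Tris 100 mM pH 8.0; 15 min RT; CCD read, ex 480/em 540 nm. Output: fluorescein-equivalent concentration per compound concentration, from six-point dye series on each plate.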
HBB splicing: modulators of hemoglobin beta chain splicing; HBB splicing reporter cell assay, activation; EGFP reporter with mutant IVS2-654 intron; response scale: normalised to 500 nM splice-correcting PNA; Potency, µM (highest dose often 46.1 µM), inactives show at the top dose activation, hits mostly activators; 0.06% of 65,000 active; further: potency means the concentration at half of the fitted maximal effect; 0% is about no effect
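HeLa cells stably expressing EGFP interrupted by mutant beta-globin intron 2 (IVS2-654), 500/well in 2% FCS. Treated with compound for 2 days at 37C. Splicing correction scored as total well GFP intensity (488 nm excitation, 500-520 nm emission); 500 nM antisense PNA served as control.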
ALOX15 inhib: blocks human 15-lipoxygenase activity; P16050; purified 15hLO-1, xylenol orange hydroperoxide absorbance; Potency, µM (titrated, usually from 57.1 µM), for inactives: at the highest dose activity change, negative = inhibition, actives largely listed as inhibitors; 1.4% of 74,000 active; AID 887; further: potency means the concentration at half of the fitted maximal effect; on the % scale 0 is the no-effect control and ±100 the full control effect; nearly all actives have a fitted effect of over 55% in size
Target sequence (P16050 whole entry, looked up): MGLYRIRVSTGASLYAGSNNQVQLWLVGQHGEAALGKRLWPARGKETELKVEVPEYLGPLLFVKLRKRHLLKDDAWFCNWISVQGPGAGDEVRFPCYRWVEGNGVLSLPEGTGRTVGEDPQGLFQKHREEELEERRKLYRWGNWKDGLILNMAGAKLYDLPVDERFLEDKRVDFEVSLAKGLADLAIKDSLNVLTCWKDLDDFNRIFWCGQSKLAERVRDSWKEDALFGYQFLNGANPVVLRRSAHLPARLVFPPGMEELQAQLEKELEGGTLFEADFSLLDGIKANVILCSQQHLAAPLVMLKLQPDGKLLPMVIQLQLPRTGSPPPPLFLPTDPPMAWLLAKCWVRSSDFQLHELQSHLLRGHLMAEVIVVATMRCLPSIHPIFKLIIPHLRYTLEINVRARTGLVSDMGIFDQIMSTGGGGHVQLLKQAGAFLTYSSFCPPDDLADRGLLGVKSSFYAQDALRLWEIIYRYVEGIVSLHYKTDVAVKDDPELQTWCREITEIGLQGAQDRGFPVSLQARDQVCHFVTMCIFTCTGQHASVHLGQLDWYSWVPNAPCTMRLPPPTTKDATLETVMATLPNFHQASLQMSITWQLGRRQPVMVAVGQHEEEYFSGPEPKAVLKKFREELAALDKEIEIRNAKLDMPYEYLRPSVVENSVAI
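Hydroperoxide formed from arachidonic acid (50 uM) by purified human 15hLO-1 (40 nM) oxidizes ferrous iron, and the ferric-xylenol orange complex is read at 573 versus 405 nm. Compounds were preincubated 15 min; reaction ran 6 min at room temperature.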
Pol III holo inh: DNA polymerase III holoenzyme inhibition. reconstituted DNA polymerase III holoenzyme replication, biochemical. Potency, µM (highest dose often 57.1 µM), without a hit: at the highest dose activity change, negative = inhibition. 0.25% of 71,000 active; further: potency means the concentration at half of the fitted maximal effect; on the % scale 0 is the no-effect control and ±100 the full control effect
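Reconstituted *E. coli* holoenzyme (0.35 nM Pol III, 1 nM beta, 154 nM SSB, 2 nM primase) was preincubated with compound for 15 min at RT. Synthesis on 1.4 nM ssM13Gori ran 35 min, then was stopped with PicoGreen/EDTA and read as dsDNA fluorescence.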
Hsp90 Hop PPI: changes Hsp90-Hop TPR2A binding signal, up or down | AlphaScreen TPR2A-His6 binding biotin-Hsp90 C-terminal peptide | AID 595 | Potency, µM (doses to about 57 µM), for the others: at the highest dose activity change, negative = inhibition | 0.44% of 71,000 active; active means well fitted curve in either direction with a large enough effect; inconclusive means small, poorly fitted or top-dose-only effect, or another doubt; further: potency means the concentration at half of the fitted maximal effect; on the % scale 0 is the no-effect control and ±100 the full control effect; many of its hits are not listed in these tables
Texas Red fluor: Texas Red region autofluorescence. Compound fluorescence, Texas Red channel, 547/618 nm; active compounds read high. max dye-equivalent concentration, M. 0.06% of 59,000 active; in the data active means max dye-equivalent concentration above about 10 nM; inconclusive means between about 1.1 nM and that limit
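Compound fluorescence was read after 15 min at room temperature in 100 mM Tris, pH 8.0, using 547 nm excitation and 618 nm emission across a concentration series. It was expressed as Texas Red dye-equivalent concentration from an on-plate standard curve.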
HADH2 inhib: inhibitors of human HADH2 dehydrogenase. Q99714. 3.4% of 73,000 active. Potency, µM (doses to about 57.1 µM), without a hit: at the top dose activity change, negative = inhibition, actives largely listed as inhibitors. recombinant HADH2, NADH fluorescence, beta-hydroxybutyryl-CoA. AID 886; further: potency means the concentration at half of the fitted maximal effect; on the % scale 0 is the no-effect control and ±100 the full control effect; nearly all actives have a fitted effect of over 60% in size; many of its hits are not listed in these tables
Target sequence (Q99714 whole entry, looked up, one chain of several): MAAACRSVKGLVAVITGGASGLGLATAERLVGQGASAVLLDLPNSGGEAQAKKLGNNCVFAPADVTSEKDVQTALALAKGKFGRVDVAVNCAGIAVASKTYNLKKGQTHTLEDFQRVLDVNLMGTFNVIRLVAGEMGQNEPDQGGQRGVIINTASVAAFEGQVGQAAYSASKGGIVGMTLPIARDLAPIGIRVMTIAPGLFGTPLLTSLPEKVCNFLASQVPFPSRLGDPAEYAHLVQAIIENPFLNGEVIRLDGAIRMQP
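Buffer 100 mM Tris-HCl pH 9.0/0.01% Tween-20; HADH2 20 nM; NAD+ 1 mM; beta-hydroxybutyryl-CoA 90 uM (all final). 15 min cpd preincubation, RT.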
Active calls of the source: *; i = inactive; ? = inconclusive; nt = no result given; & = joins results of further samples; [ ] = remark or other dose. Unless noted, the call rests on the fitted dose curve; in most records, active means well fitted curve in the direction sought with a large enough effect; inconclusive means small, poorly fitted or top-dose-only effect, or another doubt; inactive means no such curve, though single readings can be large; an effect the other way counts as inactive or inconclusive. The list is partial (hit frequency here may not be typical).

Below each compound – Rhodamine fluor, Ub-GFP proteasome, 4-MU autofl, GFP derepression, Fluorescein autfl, HBB splicing, ALOX15 inhib, Pol III holo inh, Hsp90 Hop PPI, Texas Red fluor, HADH2 inhib
1. O=C1NC(=O)C2(Cc3ccccc3N3CCCC32)C(=O)N1c1ccccc1 (stereo unspecified)
    i, -3.5%, 1.93e-08M*, 4.3%, ?, 2.1%[57.5 µM], -5.8%, -8.3%, -4.6%, i, 1.2%
2. CCCCCCn1c(O)c(C=Nc2c(C)n(C)n(-c3ccccc3)c2=O)c(=O)[nH]c1=O
    i, nt, 4.52e-07M*, -3.3%[20.6 µM], i, nt, nt, nt, nt, i, nt
3. CN1CCN(c2c[nH]c(=O)[nH]c2=O)CC1
    i, -3.4%, i, -1.9%, i, nt, -1.9%, 7.1%, 1.2%, ?, 6.9%
4. Cc1cc(NC(=O)COC(=O)c2c(C)nn(Cc3ccccc3Cl)c2Cl)no1
    i, 3.0%, i, 0.0%, i, 0.0%[57.5 µM], ?, -8.5%, ?, i, 15.9%
5. CCc1ccccc1NC(=O)CSc1nnc([C@@H](N)Cc2c[nH]c3ccccc23)o1
    i, -4.4%, i, -2.2%, i, 1.6%[57.5 µM], 1.2%, 5.0%, -10.8%, ?, -6.8%
6. CCOC(=O)CBr
    nt, nt, nt, nt, nt, -0.4%, -21.1%, -2.0%, -3.0%, nt, -3.1%
7. O=C(O)c1cc[c]([Hg][S]c2ncnc3nc[nH]c23)cc1
    i, 2.0%[9.17 µM], i, -1.1%[9.22 µM], i, ?, 0.794µM*, -4.4%[11.4 µM], -4.8%[11 µM], i, 2.51µM*
8. O=C(Nc1ccccc1)N1CC2(CCN(C(=O)Oc3ccccc3)CC2)C1
    i, -9.8%, i, 2.3%[9.22 µM], i, 0.0%, -1.6%, 5.6%, 0.2%, i, 6.5%
9. CC(C)(c1ccc(O)cc1)c1ccc(O)cc1
    nt, nt, nt, nt, nt, 0.1%&-0.1%, -24.6%&-7.1%, 6.9%&-3.8%, -3.5%&-3.2%, nt, ?
10. CCOC(=O)CC1=C(C(=O)OCC)C2(C(=O)N1)C(C(=O)OC)=C(N)Oc1ccccc12 (stereo unspecified)
    i, 0.9%, i, 0.1%, i, -0.7%, 0.5%, -4.6%, -2.5%, i, -2.1%
11. COc1ccc(CC2C(=O)NC(=O)N(c3ccccc3)C2=O)c(OC)c1 (stereo unspecified)
    nt, 0.3%, nt, 2.5%, nt, -3.7%, 0.9%, 1.3%, -5.1%, nt, ?
12. Cc1nc2cc(C(=O)N3CCC4(CC3)OCCO4)ccc2n1-c1cccc(F)c1
    i, 8.5%, i, 0.2%, i, -0.3%, 2.6%, -2.7%, -2.9%, ?, 8.2%
13. O=C(Oc1ccc(-c2nnco2)cc1)N1CCCCC1
    i, 1.3%, i, 2.1%, i, 0.0%, -1.8%, -0.1%, -3.5%, i, ?
14. c1ccc2sc(C3(N4CCCCC4)CCCCC3)cc2c1
    i, -3.5%&-6.6%, i, -0.9%&-2.2%, ?, 1.4%, 0.9%[25.6 µM], -5.7%&0.0%, -0.9%&-4.9%, i, 6.1%&-15.1%
15. N[C@@H](CCP(=O)(O)O)C(=O)O
    i, -3.7%[9.17 µM], i, -2.2%[9.22 µM], i, -0.5%[9.22 µM], -6.6%[25.6 µM], -5.4%[11.4 µM], 0.7%[11 µM], ?, 4.4%[11.4 µM]
16. CCN1CCN(C(=O)COc2cc(=O)n(CC)c3ccccc23)CC1
    i, 3.1%, i, -1.2%, i, -1.4%, 3.7%, -6.9%, 0.9%, i, 4.3%
17. CC[C@H]1CN2CCc3cc(OC)c(OC)cc3[C@H]2C[C@@H]1C[C@H]1NCCc2c1[nH]c1ccc(O)cc21
    i, -7.9%[9.17 µM], ?, 1.3%[9.22 µM], i, -0.8%[9.22 µM], 4.2%[11.4 µM], -5.1%[11.4 µM], -4.2%[11 µM], i, 26.5%[11.4 µM]
18. COc1ccc(C(O)P(=O)(OC2CCCCC2)c2ccc(N(C)C)cc2)cc1OC (stereo unspecified)
    i, 1.0%, 2.14e-07M*, 2.9%, ?, -1.6%, ?, 6.5%, -17.1%, i, ?
19. COc1cc(OC)c(OC)cc1C=O
    nt, nt, nt, nt, nt, -0.5%, 5.9%, -5.4%, -2.4%, nt, -4.1%
20. CCCN(CCC)c1c([N+](=O)[O-])cc(C(F)(F)F)cc1[N+](=O)[O-]
    nt, nt, nt, nt, nt, 0.6%, -3.1%, -2.4%, ?, nt, -3.6%
21. CCN1C[C@@]2(COC)CC[C@H](OC)[C@]34[C@@H]1[C@]1(OCO[C@@]15C[C@@H](OC)C1C[C@H]3[C@H]5[C@@H]1OC)[C@H](O)[C@@H]24
    i, -4.3%[20.5 µM], i, -1.7%[20.6 µM], i, -0.6%[20.6 µM], -2.0%[25.6 µM], 6.1%[25.6 µM], 2.2%[26 µM], i, -6.8%[25.6 µM]
22. O=c1ccc2[nH]cc(C3=CCNCC3)c2[nH]1
    nt, -5.2%, nt, 2.5%, nt, nt, -10.5%[25.6 µM], -2.5%, -6.1%, nt, 31.6µM*
23. CCCCN1C(=O)NC(=O)C2(Cc3c(nc4ccccn4c3=O)N3CCc4ccccc4C32)C1=O (stereo unspecified)
    i, -2.0%, i, 4.4%, ?, -1.5%, 20µM*, 1.5%, -5.0%, i, 9.2%
24. CCCCCn1c(=O)c(C(=O)NCc2ccncc2)c(O)c2ccccc21
    i, -1.7%, i, 1.0%, ?, 0.4%, 36.3%[activator], -4.7%, -1.0%, i, 8.0%
25. Cc1[nH]ccc2c1[nH]c1cc(=O)ccc12
    i, 1.3%, 1.11e-06M*, 0.0%[9.22 µM], ?, 1.2%[20.6 µM], 4.4%[25.6 µM], -15.1%, 0.7%, i, 31.6µM*
26. NC[C@@H](O)CSP(=O)(O)O
    i, -2.9%[9.17 µM], i, -0.6%[9.22 µM], i, 4.5%[9.22 µM], 12.6%[11.4 µM], 0.1%[11.4 µM], 2.6%[11 µM], i, 5.7%[11.4 µM]
27. Cc1cc(-c2ccc(N)c(C)c2)ccc1N
    nt, nt, nt, nt, nt, 2.5%, -9.4%, -2.1%, -7.3%, nt, -17.4%
28. C/C=C(\C)C(=O)O[C@@H]1C(C)=C2[C@H]([C@@H]1OC(=O)CCCCCCC)[C@@](C)(OC(C)=O)C[C@@H](OC(=O)CCC)[C@@]1(O)[C@H]2OC(=O)[C@]1(C)O
    i, -1.7%, i, -1.1%, i, 1.0%, 20µM*, 1.0%, -11.9%, i, -13.7%
29. CC(C)CN1CC2(CCN(C(=O)c3ccncc3)CC2)C1
    i, -7.1%, i, 2.2%[9.22 µM], i, 3.0%, -8.4%, 1.8%, -3.3%, i, 1.4%
30. CCOC(C(=O)OCC(O)CN(CC)CC)(c1ccccc1)c1ccccc1 (stereo unspecified)
    i, nt, i, -2.6%[20.6 µM], i, nt, nt, nt, nt, i, nt
31. O=[N+]([O-])O[C@H]1CO[C@H]2[C@H]1OC[C@@H]2O[N+](=O)[O-]
    i, 7.5%[20.5 µM], 3.04e-08M*, -0.6%[20.6 µM], ?, 1.3%[20.6 µM], 2.8%[25.6 µM], -4.2%[25.6 µM], 2.0%[26 µM], i, 5.6%[25.6 µM]

A different layout for part of the listing above.
(23) CCCCN1C(=O)NC(=O)C2(Cc3c(nc4ccccn4c3=O)N3CCc4ccccc4C32)C1=O (stereo unspecified)
  Rhodamine fluor = i
  Ub-GFP proteasome = -2.0%
  4-MU autofl = i
  GFP derepression = 4.4%
  Fluorescein autfl = ?
  HBB splicing = -1.5%
  ALOX15 inhib = 20µM*
  Pol III holo inh = 1.5%
  Hsp90 Hop PPI = -5.0%
  Texas Red fluor = i
  HADH2 inhib = 9.2%

(24) CCCCCn1c(=O)c(C(=O)NCc2ccncc2)c(O)c2ccccc21
  Rhodamine fluor = i
  Ub-GFP proteasome = -1.7%
  4-MU autofl = i
  GFP derepression = 1.0%
  Fluorescein autfl = ?
  HBB splicing = 0.4%
  ALOX15 inhib = 36.3%[activator]
  Pol III holo inh = -4.7%
  Hsp90 Hop PPI = -1.0%
  Texas Red fluor = i
  HADH2 inhib = 8.0%

(25) Cc1[nH]ccc2c1[nH]c1cc(=O)ccc12
  Rhodamine fluor = i
  Ub-GFP proteasome = 1.3%
  4-MU autofl = 1.11e-06M*
  GFP derepression = 0.0%[9.22 µM]
  Fluorescein autfl = ?
  HBB splicing = 1.2%[20.6 µM]
  ALOX15 inhib = 4.4%[25.6 µM]
  Pol III holo inh = -15.1%
  Hsp90 Hop PPI = 0.7%
  Texas Red fluor = i
  HADH2 inhib = 31.6µM*
